# LYPLA2 counter: blocks human lysophospholipase 2, a PME1 counter-screen; hit rate 0.38% among 320,000; recombinant LYPLA2, FP-Rh probe fluorescence polarization; inhibition, % at 5.9 µM;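 active means inhibition above the screen-wide mean plus 3 SD, limit set per campaign, cut at about 26% in these data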;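 further: 0% = LYPLA2 with DMSO and 100% = wells lacking LYPLA2 enzyme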
# PREPL inh: inhibitors of human prolyl oligopeptidase-like enzyme PREPL; recombinant PREPL, fluorescence polarization activity-based probe; inhibition, % at 5.96 µM; hit rate 0.68% among 320,000; AID 2751; in the data active means inhibition above about 43%;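 further: 0% = enzyme with DMSO and 100% = wells lacking enzyme; many of its hits are not listed in these tables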
# JMJD2C inh: inhibitors of human GASC-1 (JMJD2C) demethylase; inhibition, % at 2.35 µM; GST-JMJD2C(1-420) H3K9me3 demethylation, DELFIA europium; hit rate 0.069% among 330,000;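 active means more than half of a compound's replicate wells show inhibition beyond 50%, single wells judged on their own value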;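 further: signal counts dimethyl H3K9 product captured on neutravidin plate; 0% = median of DMSO wells and 100% = 0.3 times that DMSO median; strong numbers were not always called active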
# Target sequence (Q9H3R0 1-420 limits assumed): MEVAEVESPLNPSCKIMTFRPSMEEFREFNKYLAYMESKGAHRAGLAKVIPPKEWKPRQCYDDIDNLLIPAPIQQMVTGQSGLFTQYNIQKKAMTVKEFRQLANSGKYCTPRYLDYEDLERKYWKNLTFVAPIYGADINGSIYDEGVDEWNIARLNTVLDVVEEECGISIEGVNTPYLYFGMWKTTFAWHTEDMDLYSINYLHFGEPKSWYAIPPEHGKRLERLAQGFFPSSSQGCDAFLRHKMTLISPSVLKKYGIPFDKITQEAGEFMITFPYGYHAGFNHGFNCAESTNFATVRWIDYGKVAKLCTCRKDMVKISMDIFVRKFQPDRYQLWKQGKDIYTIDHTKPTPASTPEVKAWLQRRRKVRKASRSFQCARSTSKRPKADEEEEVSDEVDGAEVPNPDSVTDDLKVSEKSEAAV
# PP5 primary: PP5 (human) phosphatase inhibition; P53041; hit rate 0.18% among 320,000; inhibition, % at 6.7 µM; purified PP5c, OMFP substrate fluorescence;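 active means inhibition above the campaign's mean inhibition across all tested compounds plus 3 SD, cut at about 9.5% in these data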;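 further: 0% = DMSO only and 100% = 100 µM cantharidin control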
# Target sequence (P53041 whole entry, looked up): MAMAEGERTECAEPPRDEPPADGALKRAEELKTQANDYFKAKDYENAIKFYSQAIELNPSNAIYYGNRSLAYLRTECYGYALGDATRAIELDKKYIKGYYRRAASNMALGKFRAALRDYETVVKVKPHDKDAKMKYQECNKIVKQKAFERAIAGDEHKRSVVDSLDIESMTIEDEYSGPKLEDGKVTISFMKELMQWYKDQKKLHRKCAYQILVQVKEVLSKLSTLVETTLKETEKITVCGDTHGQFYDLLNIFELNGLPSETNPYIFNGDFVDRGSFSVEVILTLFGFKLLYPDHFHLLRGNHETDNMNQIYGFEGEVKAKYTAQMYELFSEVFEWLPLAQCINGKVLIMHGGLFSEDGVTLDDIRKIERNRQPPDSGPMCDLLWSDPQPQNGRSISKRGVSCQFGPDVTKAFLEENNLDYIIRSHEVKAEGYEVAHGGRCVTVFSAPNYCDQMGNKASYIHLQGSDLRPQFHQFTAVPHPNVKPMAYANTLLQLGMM
# PP1 inh: PP1-alpha (human) inhibition in PP5 counter-screen; P62136; hit rate 0.9% among 320,000; inhibition, % at 6.7 µM; purified PP1alpha, OMFP fluorescence;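 active means inhibition above the mean inhibition of all tested compounds plus 3 SD, computed separately for each screening campaign, cut at about 15% in these data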
# TPT1 inh: C. albicans TPT1 enzyme inhibition. AID 1962. hit rate 0.81% among 300,000. recombinant caTPT1, FP RNA substrate dephosphorylation. inhibition, % at 5 µM;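 active means inhibition above the mean of all tested compounds plus 3 SD, set per screening campaign, cut at about 24% in these data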;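 further: plate controls were DMSO alone for no effect and ferristatin control at 100 nM for full effect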
# CTSL1 counter: counter-screen for PFM18AAP inhibitors: inhibitors of F. hepatica cathepsin L1; recombinant F. hepatica cathepsin L1, Z-Leu-Arg-MCA fluorescence; inhibition, % at 5.96 µM; hit rate 0.49% among 300,000; AID 1906;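 active means inhibition above the mean of all tested compounds plus 3 SD, set per screening campaign, cut at about 17% in these data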;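 further: 0% = plate median of test compound wells and 100% = 1 µM Z-Phe-Ala-diazomethylketone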
# Efflux pump mplx: antifungal efflux pump inhibition, Nile Red retention; S. cerevisiae Candida pump triplex; inhibition, % at 10 µM; hit rate 0.44% among 330,000;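 active means plate passing quality check with inhibition over a set limit, or well fluorescence over plate mean plus 4 SD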;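 further: Nile Red retained in pooled yeast measured as flow cytometry median fluorescence; 0% = buffer negative control and 100% = Enniatin B positive control; higher means more Nile Red kept so more efflux inhibition; some compounds called inactive have numbers as strong as hits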
# HCV core dimer: HCV core protein dimerization inhibition. inhibition, % at 5 µM. hit rate 0.33% among 300,000. TR-FRET GST/Flag-core106 dimerization, 1536-well;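 active means inhibition above the mean of all tested compounds plus 3 SD, set per screening campaign, cut at about 45% in these data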
#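 Assay system: tagged HCV core106 pair (GST and Flag); medium: KF-containing HEPES buffer, pH 7.45, DTT, CHAPS, BSA; also added: Eu donor and XL665 acceptor anti-tag antibodies; dosing: 5 µM single dose; timing: compound-protein-antibody incubation 4 h at 22.5 °C; signal: TR-FRET 671 and 617 nm emission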
# * = called active by the depositor; / = no result given. Some of the compounds tested. The share of hits here may be higher or lower than overall.
SMILES,LYPLA2 counter,PREPL inh,JMJD2C inh,PP5 primary,PP1 inh,TPT1 inh,CTSL1 counter,Efflux pump mplx,HCV core dimer
CCN1C(=O)/C(=C/c2nc3ccccc3c(=O)[nH]2)c2ccccc21,-3.4,4.5,12.3,0.8,-0.5,4.4,-1.1,-0.1,-6.6
Nc1nc2n(n1)C(c1ccco1)CC(c1ccc(F)cc1)N2 (stereo not given),-0.5,34.6,-8.2,-0.3,-2.9,-0.5,3.2,-0.4,-2.3
O=C(O)CCn1c2c(c3ccccc31)CCCC2,4.9,-8.5,-1.1,2.0,0.6,-11.5,-0.6,-0.2,-5.6
NC(=O)c1cc(S(=O)(=O)N2CCOCC2)cs1,-4.2,-3.2,2.7,-0.4,-4.1,-1.0,2.9,-0.1,-0.3
CCC1CSC(Nc2ccc(C(=O)/C=C/c3ccc(OC)c(OC)c3)cc2)=N1 (stereo not given),-26.8,-1.4,1.6,2.5,4.2,1.6,3.1,0.0,-33.8
CCn1c(SCC(=O)Nc2nc(-c3ccccc3)cs2)nc2c1c(=O)n(C)c(=O)n2C,-5.2,8.8,-7.0,1.8,-0.8,-1.1,0.6,-0.2,12.9
Cc1ccc2sc3ccc(NC(=O)c4ccccc4Cl)cc3c(=O)c2c1,-42.8,-8.7,0.7,2.1,2.8,-1.3,-1.3,0.0,-42.2
CCOC(=O)N1CCN(Cc2nc3cc(NC(=O)c4cccs4)ccc3n2C)CC1,3.6,13.4,11.7,-0.1,0.7,-5.8,2.6,-0.1,-9.9
CC1CC(C)CN(CCCNC(=O)c2c(O)nc3ccccn3c2=O)C1 (stereo not given),0.4,-0.2,-0.8,0.2,-3.0,-2.5,2.3,-0.2,-3.5
CC1CCN(CC(=O)NCc2ccccc2)CC1,4.2,5.5,7.5,0.2,-2.0,1.1,2.0,0.0,4.1
COC(=O)C1=C(C)Nc2c(c(=O)n(C)c(=O)n2C)C1c1ccc(Cl)cc1 (stereo not given),3.0,2.7,-29.7,1.6,-0.5,0.1,-1.1,22.2*,-4.6
Cc1oc(-c2ccccc2F)nc1CS(=O)(=O)CC(=O)NC(C)CCc1ccccc1 (stereo not given),-4.2,-11.3,5.9,3.7,1.3,-1.5,2.3,-0.1,-8.1
COc1ccc(C2/C=C\CN(C(=O)Nc3ccc(C(F)(F)F)cc3)CC(=O)N2Cc2ccc(F)cc2)cc1 (stereo not given),-68.2,9.4,-2.0,7.8,5.9,1.4,1.5,0.1,6.6
O/C(=C\c1ccc2ccccc2n1)c1ccc(O)cc1O,-2.6,5.6,-5.1,0.3,-0.8,98.0*,-3.5,0.1,-1.7
CC1CC(C)CN(C(=O)Cn2ncc3c([nH]c4ccccc43)c2=O)C1 (stereo not given),0.2,3.0,-3.2,0.7,-5.0,-2.0,1.3,0.1,2.2
CCN(CC)C(=O)CN(C#N)c1nc(Cl)nc(N(C)C)n1,10.1,0.5,-2.3,-2.8,-3.4,-1.6,2.0,0.2,1.6
c1ccc2oc(NC3=NCN(CC4CCCO4)CN3)nc2c1 (stereo not given),-1.6,11.4,-2.5,0.8,-1.8,-6.9,2.3,0.1,-7.9
NC(=O)CC(NC(=O)Cc1cccc2ccccc12)c1ccc(NCC2CC2)c([N+](=O)[O-])c1 (stereo not given),4.0,18.7,-7.0,-0.3,-1.0,12.0,1.4,0.4,2.4
CCN1C(=S)SC(=O)C1=C1C=C(C)N(CCO)C(C)=C1,6.1,12.4,6.8,0.0,-0.2,37.8*,4.9,-0.1,-28.8
CCN(Cc1ccccc1)S(=O)(=O)c1ccc(C(=O)N(CCCN(C)C)c2nc3ccc(F)cc3s2)cc1,-7.7,2.5,-0.3,0.4,6.5,-4.0,1.2,0.1,-9.5
Cc1cccc(NC(=S)N(CCCN2CCCC2)Cc2cccn2Cc2ccc(Cl)cc2)c1,0.9,9.3,-4.2,6.5,-4.0,-0.9,-4.4,0.1,-4.9
CC1CCCCC1NC(=O)CNC(=O)c1cccs1 (stereo not given),-0.7,-0.6,1.0,-1.6,3.4,-1.2,0.2,0.0,-2.4
Cc1ccc2cc(CN(CCN(C)C)C(=O)Nc3ccc(Cl)cc3)c(=O)[nH]c2c1,-6.2,-7.5,-9.9,3.0,2.1,-1.9,2.5,-0.1,-15.9
Cc1ccccc1NC(=O)/C(C#N)=C/c1ccccc1C(F)(F)F,0.1,-2.8,9.1,0.6,-3.6,1.8,2.8,-0.1,5.0
Fc1c(F)c(F)c(NC2=NCCCCC2)c(F)c1F,-3.4,4.6,/,-0.8,0.9,-2.9,-11.5,-0.4,-5.4

# Entries of single compounds as entered above. Values in the order: LYPLA2 counter | PREPL inh | JMJD2C inh | PP5 primary | PP1 inh | TPT1 inh | CTSL1 counter | Efflux pump mplx | HCV core dimer
# Cc1ccc2cc(CN(CCN(C)C)C(=O)Nc3ccc(Cl)cc3)c(=O)[nH]c2c1 as listed: -6.2 | -7.5 | -9.9 | 3.0 | 2.1 | -1.9 | 2.5 | -0.1 | -15.9
# CCN(CC)C(=O)CN(C#N)c1nc(Cl)nc(N(C)C)n1 as listed: 10.1 | 0.5 | -2.3 | -2.8 | -3.4 | -1.6 | 2.0 | 0.2 | 1.6
# O=C(O)CCn1c2c(c3ccccc31)CCCC2 as listed: 4.9 | -8.5 | -1.1 | 2.0 | 0.6 | -11.5 | -0.6 | -0.2 | -5.6
# Cc1ccc2sc3ccc(NC(=O)c4ccccc4Cl)cc3c(=O)c2c1 as listed: -42.8 | -8.7 | 0.7 | 2.1 | 2.8 | -1.3 | -1.3 | 0.0 | -42.2
# CC1CCN(CC(=O)NCc2ccccc2)CC1 as listed: 4.2 | 5.5 | 7.5 | 0.2 | -2.0 | 1.1 | 2.0 | 0.0 | 4.1

# Continued.
SMILES,LYPLA2 counter,PREPL inh,JMJD2C inh,PP5 primary,PP1 inh,TPT1 inh,CTSL1 counter,Efflux pump mplx,HCV core dimer
S=C1NC[C@H](CC2CCCCC2)N1CCCCC1CCCCC1,-1.7,1.7,20.6,3.1,0.3,-4.7,4.0,0.0,7.5
O=C(CCNC(=O)c1ccc(Br)cc1)Nc1ccccc1N1CCCCC1,-3.6,5.8,5.3,3.2,0.9,0.8,3.0,0.2,1.6
Cc1ccc(C(=O)NCCc2nnc3ccc(N4CCCC4)nn23)cc1,-2.1,0.5,10.6,-0.5,-0.2,-2.6,-3.5,0.0,-0.9
COc1ccccc1CN1CC(C(=O)NCc2ccc(N3CCCC3=O)cc2)CCC1=O (stereo not given),4.2,2.3,-15.6,2.0,-2.6,-0.6,0.2,0.0,2.6
CCOC(=O)COc1ccc(/C=C2/SC(=Nc3ccccc3)N(Cc3cccnc3)C2=O)cc1OC,4.0,-1.0,-5.0,1.1,7.1,0.1,4.5,-0.1,10.8
Cc1nc(NC(=O)CN2CCN(c3cccc(Cl)c3)CC2)sc1C(=O)N(C)C,-9.6,15.2,-2.5,-0.1,-4.6,0.3,-2.3,-0.1,3.0
C=CCNC(=S)N/N=C(\C)c1cc(OC)c(OC)c(OC)c1,-5.9,11.6,-7.1,-9.0,-10.0,-2.7,10.6,-0.2,-6.3
O=C(COc1ccccc1Cc1ccccc1)Nc1cccc(S(=O)(=O)N2CCOCC2)c1,-18.8,-14.2,/,2.2,-0.7,/,/,0.1,/
COc1cccc(CNS(=O)(=O)c2cc3c(cc2C)NC(=O)CO3)c1,0.8,0.9,-2.9,3.2,-6.9,1.6,1.0,0.2,-9.2
CCn1c(=O)cc(O)c2c(=O)n(C)c(=O)n(C)c21,-4.0,1.6,-5.8,2.6,6.2,0.1,1.1,0.1,4.1
O=C1C=C(N2CCN(C(=O)c3ccccc3)CC2)C2(CCCCC2)O1,-7.3,7.5,-5.8,-3.6,-7.9,-3.2,-4.1,0.3,-3.5
Fc1ccc(NC(=S)N2CCN(c3ncccn3)CC2)cc1,4.1,8.8,5.4,1.9,-3.7,-3.4,1.9,0.0,-6.0
Cc1nnc(Nc2ccc(O)cc2)[nH]c1=O,0.3,-1.9,2.2,1.9,-3.7,-0.8,-3.9,0.2,2.5
COc1cc(/C=N/NC(=O)CNC(=O)c2ccc3c(c2)OCCO3)ccc1O,4.0,1.7,5.9,0.0,1.8,0.8,1.2,0.0,1.0
CCN(CC)c1ccc(C(=O)OCC(=O)Nc2ccccc2-c2ccccc2)cc1,0.0,6.9,-2.1,0.8,3.0,-1.6,0.2,-0.1,18.8
Cc1ccc(S(=O)(=O)CC(=O)Nc2ccc3nc(C)sc3c2)cc1,3.0,-27.5,-5.9,-0.1,-3.6,-0.1,-1.0,-0.2,-5.6
COc1cc(OC)cc(C(=O)NCC(=O)N2CCCCCCC2)c1,-4.8,3.1,-1.8,1.2,-2.6,/,/,-0.1,/
CCn1c(SCC(N)=O)nnc1-c1ccc2c(c1)OCO2,-6.0,-9.0,-7.1,2.9,0.0,-2.5,-4.2,0.1,0.9
Cc1ccc(NC(=S)N/C(=N/S(=O)(=O)c2ccccc2)c2ccccc2)cc1,-0.8,3.8,-2.5,-0.3,1.5,-0.3,1.0,0.1,10.5
CCN1CCN(Cc2nc3c(c(=O)n(C)c(=O)n3C)n2CC(=O)c2ccccc2)CC1,-0.1,-5.6,19.2,-0.1,-2.9,-0.2,0.5,0.3,-4.2
CCN1C/C(=C/c2cccs2)c2nc3ccccc3c(C(=O)O)c2C1,-0.3,16.8,6.8,0.4,0.5,-7.9,3.3,-0.1,-6.5
O=C1C2C3C=CC(C2C(=O)N1C1CCCCC1)C1C2C(=O)N(C4CCCCC4)C(=O)C2C31 (stereo not given),-1.5,-2.5,0.0,0.2,-2.2,3.5,-0.6,-0.2,-1.2
CC(C)c1ccc(C(O)Cc2nc3ccccc3n2C)cc1 (stereo not given),-1.6,0.1,-6.7,0.1,-3.8,-0.1,-4.4,-0.1,5.0
CCOC(=O)c1cnn(CCOC(=O)c2ccccc2)c1NC(=O)c1ccccc1,3.7,-11.1,-13.2,0.7,2.0,9.1,-3.9,0.0,-3.2
COC(=O)c1ccc(/C=N/NC(=O)c2ccc3nc[nH]c3c2)cc1,5.7,12.4,-4.1,-3.5,-3.1,0.9,2.0,0.1,-1.9

# Continued.
SMILES,LYPLA2 counter,PREPL inh,JMJD2C inh,PP5 primary,PP1 inh,TPT1 inh,CTSL1 counter,Efflux pump mplx,HCV core dimer
CC1=C(C(=O)Nc2ccccc2)C(c2ccccc2[N+](=O)[O-])NC(=O)N1 (stereo not given),3.6,5.2,-5.5,2.2,-0.5,-1.0,-0.2,0.1,-10.1
Cc1ccc(OCC(=O)NS(=O)(=O)c2ccc(Cl)cc2)cc1,8.2,-3.7,2.2,-1.2,1.5,-3.8,0.9,-0.3,5.1
Cc1ccccc1CS(=O)(=O)c1ccc(C(=O)N2CCOCC2)cc1[N+](=O)[O-],-4.0,1.5,-2.1,-0.5,-0.9,-2.5,5.4,-0.1,8.6
CC(C)NC(=O)C1CCN(C2CCN(C(=O)c3cc4c(s3)CCCCC4)CC2)CC1,7.2,13.5,-5.4,-3.2,-1.9,1.7,4.3,-0.1,0.6
COCCOC(=O)c1c(C)oc2ccc(O)c(CN3CCC(C)CC3)c12,-1.4,0.9,2.5,0.7,1.3,-0.6,0.4,0.1,-3.2
COc1ccc(CCNC(=O)c2nnn(-c3cccc(C)c3)c2N)cc1OC,1.7,4.8,8.0,-2.4,-2.5,-3.0,-0.6,0.0,6.0
Cc1c(NC(=O)Nc2ccccc2C(F)(F)F)c(=O)n(-c2ccccc2)n1C,-3.2,3.3,-8.2,0.8,-3.4,-1.1,-1.7,-0.4,-1.2

# Screening results from PubChem BioAssay.
